SSB-PriA inh = inhibitors of Klebsiella pneumoniae PriA binding to SSB C-terminal tail; AlphaScreen SSBct-PriA binding, biotinylated peptide; 430,000 compounds, 0.6% hits; inhibition, % at 33 µM; in the data active = inhibition mostly above about 37%, no sharp cut-off; inactive = mostly below about 20%;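 also: plate controls were negative control peptide for no effect and reference peptide for full effect; strong numbers were not always called active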
Starred values were filed as active, the others as inactive; & = joins results of further samples.

mol | SSB-PriA inh
COc1ccc(Cl)cc1NC(=O)N1CCOCC1 | -8.0
Brc1ccc2c(c1)C=C(c1nnc(-c3cccnc3)o1)C=CO2 | -30.0
Cc1ccc(S(=O)(=O)N2CCN(S(=O)(=O)c3ccc(C)c(C)c3C)[C@@H](C)C2)c(C)c1C | 3.0
Cc1cccc(NC(=O)NC2CC(=O)N(c3ccc(C)c(C)c3)C2)n1 (configuration not stated) | -8.0
C=CCn1c(O)c(C=C2C=CC=N2)c(=O)[nH]c1=O | -0.2
CCCCNC(=O)N(O)C1N(N=Cc2ccccc2OC)C(=S)SC1(C)C (configuration not stated) | 5.6
O=C(Nc1nc(-c2ccc(F)cc2)cs1)c1cccc(S(=O)(=O)N2CCOCC2)c1 | 41.2
O=C(NCc1cccs1)C(=O)NCC1CCN(c2ccncc2)CC1 | -6.0
Cc1cc(C)cc(C(=O)Nc2nc3c(=O)[nH]nc(-c4cccs4)c3s2)c1 | 2.0
CC1CCN(S(=O)(=O)c2ccc3[nH]cc(C(=O)NC[C@H]4COc5ccccc5O4)c(=O)c3c2)CC1 | -27.0
COc1ccccc1CNC(=O)C(=O)NCC(C)(O)c1ccc2c(c1)OCO2 (configuration not stated) | -11.0
CCCC(=O)NCC(=O)Nc1cnc(N2CCOCC2)nc1 | -6.0
COc1ccc(/C=C(\NC(=O)c2ccccc2)C(=O)NN=Cc2ccncc2)cc1 | -6.6
O=C(Nc1ccc(F)cc1F)NC1(c2nc(-c3cccnc3)no2)CCCCC1 | -2.0
N#Cc1ccc(Cl)cc1NS(=O)(=O)Cc1noc2ccccc12 | -7.0
COc1ccc(C(F)(F)F)cc1NC(=O)CCCn1nc(-c2cccs2)ccc1=O | -18.0
Cc1cc(F)ccc1S(=O)(=O)Nc1ccc2c(c1)N(C)C(=O)C(C)(C)CO2 | -13.0
Cc1nnsc1C(=O)N1CCC(CNS(=O)(=O)Cc2ccccc2)CC1 | -8.0
CC(=O)N1CCc2ccc(NC(=O)COc3ccccc3F)cc21 | -5.0
COc1ccc(SCC2CCN(C(=O)Nc3ccc4c(c3)OCO4)CC2)cc1 | 19.0
CN(C)C=Nc1ncc(C(=O)c2ccccc2)s1 | -16.4
Cc1cc(NC(=O)C2CC2)n(-c2nc3ccc(F)cc3s2)n1 | -15.0
CCOc1ccccc1/C=N\NC(=O)CNC(=O)c1cccs1 | 9.0
CCOc1ccc2nc(NC(=O)Cc3c(C)nc(SC(C)c4ccccc4)[nH]c3=O)sc2c1 (configuration not stated) | -13.0&5.0
O=C(Nc1ccccc1C(F)(F)F)c1cccn(Cc2ccccc2F)c1=O | -15.0
Cc1cc(C)n2nc(C(=O)N3CCN(c4cc5c(nn4)CCCC5)CC3)nc2n1 | -11.0
O=C(NN=Cc1cc(Br)c(Br)s1)c1ccncc1 | 3.0
Cc1ccc2nc(NC(=O)CN3CCC(c4cccs4)CC3)sc2c1 | 0.0
Cc1ccc(CNC(=O)c2cnc3c(c(C)nn3-c3ccc(C)cc3)c2Cl)cc1 | -5.0
N#Cc1cccc(C(=O)N2CCC[C@H](Oc3cccnn3)C2)c1 | -10.0
Cc1cc(C(=O)NC[C@@H](c2ccco2)N2CCOCC2)no1 | -10.0
CC(C)=CC(=O)N1CCC[C@H](Cc2nc(-c3ccccc3F)no2)C1 | -7.0
COc1cc(C=NNc2nc3ccccc3s2)ccc1O | -3.7
O=C(NCC(=O)N1CCSC(c2ccccc2Cl)CC1)OCc1ccccc1 (configuration not stated) | -8.0
Cn1cccc1CN(Cc1cccs1)C(=O)CCc1ccccc1Br | -1.0
CCOc1ccc(NC(=O)CCn2cnc3c([nH]c4cc(OC)c(OC)cc43)c2=O)cc1 | -19.0

Three neighbouring records from above, for reference:
mol | SSB-PriA inh
O=C(NCC(=O)N1CCSC(c2ccccc2Cl)CC1)OCc1ccccc1 (configuration not stated) | -8.0
Cn1cccc1CN(Cc1cccs1)C(=O)CCc1ccccc1Br | -1.0
CCOc1ccc(NC(=O)CCn2cnc3c([nH]c4cc(OC)c(OC)cc43)c2=O)cc1 | -19.0

Next entries:
mol | SSB-PriA inh
Cc1c(C(=O)c2ccccc2)oc2cc(NC(=O)C3CC3)ccc12 | -19.0
Cc1nn(C)cc1C=NNC(=S)Nc1ccccc1 | -8.2
CCOC(=O)c1nn(-c2ccccc2C)c(=O)cc1NCc1ccc2c(c1)OCO2 | -2.0
Fc1cccc(Cl)c1CSc1nnc2ccc(-c3ccc4c(c3)OCO4)nn12 | 6.0
CC(=NNC(=O)c1ccc(O)cc1)c1cccc([N+](=O)[O-])c1 | 1.0
Clc1ccc(CON=Cc2c(-c3ccccc3)nc3n2CCS3)c(Cl)c1 | -2.1
CCCCOCCCn1c(NS(=O)(=O)c2ccccc2)c(S(=O)(=O)c2ccc(C)cc2)c2nc3ccccc3nc21 | 67.3*
COc1ccc(C(=O)CSc2nnc(C)c3cnn(-c4ccccc4OC)c23)cc1 | 10.0
Cc1noc(C)c1S(=O)(=O)NC[C@@H](c1ccco1)N1CCOCC1 | -9.0
COc1ccc(C(=O)Nc2cccc(-c3nc4ccccc4s3)c2)c(OC)c1 | -9.0
Cc1ccc(C)c(S(=O)(=O)NN=Cc2cccnc2)c1 | -21.2
COc1cccc(-c2noc(CN)n2)c1OC | -3.0
O=C(O)Cc1c(Br)oc2ccc3ccccc3c12 | -4.0
Cc1c(Cc2ccc3c(c2)OCO3)sc(NC(=O)Cc2cccc3ccccc23)c1C#N | -2.0
Cc1cccc(C(=O)Nn2cnc3c(cnn3-c3cccc(Cl)c3)c2=O)c1 | 9.0
O=C(CSC1CCCC1)N1CC(n2cc(-c3ccccc3)nn2)C1 | -12.0
CC(N)C(c1ccccc1)N1CCN(C)CC1 (configuration not stated) | 26.0
O=C(NCC[C@H](O)c1cccc2ccccc12)c1ccccn1 | -19.0
CCCc1cc(-n2ccnc2CC)n2ncc(-c3ccccc3)c2n1 | 22.0
O=C(NCCCN1CCOCC1)C(=O)NN=Cc1ccccc1 | -4.8
CC1CCc2c(sc(NC(=O)CCCOc3ccc(C(C)(C)C)cc3)c2C(N)=O)C1 (configuration not stated) | 4.0
Cc1ccc(C(=O)Nc2c(C(=O)N3CCN(c4ccccn4)CC3)[nH]c3ccccc23)cc1 | 8.0
O=C(NCCc1ccccc1)c1ccc(CNS(=O)(=O)c2cccc(Cl)c2)cc1 | -11.0
COCCn1c(=NC(=O)/C=C/c2cccc([N+](=O)[O-])c2)sc2cc(Br)ccc21 | -13.0
COC(=O)C1=C(CS(=O)(=O)c2cccs2)NC(=O)NC1c1cccc(Cl)c1 (configuration not stated) | -23.0
CCSc1nnc2ccc(-c3ccc(Cl)cc3)nn12 | 2.0
Cc1ccc(-c2ccc(/C=C3/SC(=S)N(c4c(C)n(C)n(-c5ccccc5)c4=O)C3=O)o2)cc1 | -4.0
O=C(Nc1ccc2c(c1)C(=O)Nc1cc(Cl)ccc1O2)c1ccco1 | 14.0
CS(=O)(=O)c1ccc(CCC(=O)NC2CCN(c3nccs3)CC2)cc1 | -11.0
COc1ccc(C(=O)Nc2nnc(Cc3ccc(SC)cc3)o2)cc1 | 4.0
CSc1ccc(C=NNC(=O)CN2CCN(Cc3ccc(Cl)cc3)CC2)cc1 | -8.3
Cn1c(N)c(S(=O)(=O)NCCC(c2ccccc2)c2ccccc2)c(=O)n(C)c1=O | -1.0
CC(=O)c1cccc(NC(=O)Cn2c(=O)c(CNc3ccc(C)cc3)cc3cc4c(cc32)OCCO4)c1 | 9.0
O=C(O)CNc1c([N+](=O)[O-])cc(C(F)(F)F)cc1[N+](=O)[O-] | 19.0
Cc1ccc(C=NNC(=O)c2ccc3nc[nH]c3c2)s1 | -15.3
CC(=NNC(=O)c1nnn(-c2nonc2N)c1CN1CCC(C)CC1)c1cccc(Br)c1 | -8.7
Cn1nccc1C1=NN(C(=O)CCC(=O)O)[C@H](c2ccc3nccnc3c2)C1 | -16.0
CCc1cccc2sc(N3CCN(C(=O)c4cc([N+](=O)[O-])ccc4Cl)CC3)nc12 | 1.0
O=C(Nc1cccc(-c2ccc3nnc(-c4ccncc4)n3n2)c1)c1ccc(Cl)cc1 | -6.0
COc1ccccc1OCC#CCNC(=O)c1ccccc1SC | 0.0
CC(C)C(NC(=O)NC12CC3CC(CC(C3)C1)C2)C(=O)O (configuration not stated) | -17.0
O=C(CSc1nnc(CNC(=O)c2cccs2)o1)Nc1nccs1 | 1.0&3.0
CC1Nc2ncnn2C(c2cccc(O)c2)C1C(N)=O (configuration not stated) | -3.0
CCOC(=O)/C=C/C(=O)Nc1ccc(S(=O)(=O)Nc2nnc(CC)s2)cc1 | 2.0
CCn1nc(C)c2c1c(=O)n(Cc1ccco1)c(=O)n2CC(=O)NCc1cccc(OC)c1 | -17.0
CCc1ccc(OCCS(=O)(=O)Nc2ccc(NC(C)=O)cc2)cc1 | -9.0
COC(=O)c1ccc(Oc2c(C)oc3cc(OCC#N)ccc3c2=O)cc1 | -8.0
O=C(Cc1cccs1)Nc1ccc2c(c1)N(C(=O)C1CCCC1)CC2 | 14.0

Reformatted with each value named: entries from further up
SMILES: CC1Nc2ncnn2C(c2cccc(O)c2)C1C(N)=O (configuration not stated)
  SSB-PriA inh: -3.0
SMILES: CCOC(=O)/C=C/C(=O)Nc1ccc(S(=O)(=O)Nc2nnc(CC)s2)cc1
  SSB-PriA inh: 2.0
SMILES: CCn1nc(C)c2c1c(=O)n(Cc1ccco1)c(=O)n2CC(=O)NCc1cccc(OC)c1
  SSB-PriA inh: -17.0
SMILES: CCc1ccc(OCCS(=O)(=O)Nc2ccc(NC(C)=O)cc2)cc1
  SSB-PriA inh: -9.0

(listing goes on)
Molecule | SSB-PriA inh
O=C(NCCc1ccccc1)NCC(c1ccsc1)N1CCOCC1 (configuration not stated) | 9.0
COc1cc(OC)c(NC(=O)CSc2ncc(-c3ccc(Cl)cc3)o2)cc1Cl | -9.0&-6.0
CCc1ccc(S(=O)(=O)N2C3CCC2CC(S(=O)(=O)c2ccccc2)C3)s1 (configuration not stated) | -12.0
NC(=O)c1oc2ccccc2c1NC(=O)CCCl | -14.0
Cc1nnsc1C(=O)NC[C@@](O)(c1ccccc1)C1CC1 | -5.0
CCOc1ccc(NC(=O)CSc2nc(CC)c3c(c2C#N)CCCC3)cc1 | 1.0&9.0
CC(C)(C)C(=O)N1N=C(c2cccc(NS(C)(=O)=O)c2)CC1c1cccc([N+](=O)[O-])c1 (configuration not stated) | 5.0
CC(=NNS(=O)(=O)c1ccc(C)cc1)c1c[nH]c2ccccc12 | -5.6
CCOc1ccccc1C(=O)NCCn1ncccc1=O | -6.0
COCCNc1nc(Nc2ccc(OC)cc2)c2nccnc2n1 | -22.0
Cc1ccc(Cn2nnc3c(SCc4ccc([N+](=O)[O-])cc4)ncnc32)cc1 | 3.0
CN(C)C(CNC(=O)c1cccc([N+](=O)[O-])c1)c1cccs1 (configuration not stated) | -17.0
Cc1nc2ccccc2n1CC(=O)NN=C/C=C/c1ccccc1 | -1.2
Cc1ccc(NC(=O)Cn2ncn3nc4c(c3c2=O)CCCC4)c(C)c1 | -3.0
O=C(Nc1cccs1)N1CCS[C@H]1c1ccc(OC(F)(F)F)cc1 | 8.0
Cc1cc(C)c(S(=O)(=O)N2CCN(c3ccc(-c4ccco4)nn3)CC2)c(C)c1 | -10.0
CCN(CC)c1ccc(C=NNc2nc(C)cc(=O)[nH]2)c(O)c1 | 0.1
Cc1cccc(Cn2cc(SCC(=O)N3CCCCC3)c3ccccc32)c1 | -7.0
O=c1ccc(-c2cccs2)nn1CCNS(=O)(=O)c1ccc(F)c(Cl)c1 | -5.0
C(=NNC1=Nc2cccc3cccc1c23)c1cccnc1 | 19.0
O=S(=O)(/C=C/c1ccccc1)NCCn1ccc(C(F)(F)F)n1 | -2.0
Cc1ccc(C2CC(c3cccs3)=NN2C(=O)CSc2nnc(CNC(=O)c3ccco3)n2-c2cccc(C(F)(F)F)c2)cc1 (configuration not stated) | 3.0
O=C(/C=C/c1cccc([N+](=O)[O-])c1)n1nnc2ccccc21 | -10.0
O=C(ON=C1CCSc2ccccc21)c1ccccc1 | -26.8
Cc1ccc(C)c(NC(=O)C(=O)NCCc2ccc(Cl)cc2)c1 | -16.0
O=C(CSc1ncnc2ccccc12)Nc1cccc(F)c1 | -18.0
Cc1noc(CN)n1 | -3.0
COc1ccccc1C(=O)NCc1ccc2[nH]c3c(c2c1)CCCC3 | 34.0
COc1ccc(C2CC(c3ccccc3)=NN2c2ccc(C=NNC(=O)c3ccncc3)cc2)cc1 (configuration not stated) | -17.3
O=C(COc1ccc(F)cc1)Nc1ccc2c(c1)N(C(=O)c1cccs1)CC2 | 5.0
CC(O)=Cc1nc2ccccc2oc1=O | -15.9
CC(C)OC(=O)C(C(=O)C(F)(F)F)c1cc(NS(=O)(=O)c2ccc(Br)cc2)c2ccccc2c1O (configuration not stated) | 7.0
O=C(CCCOc1ccc(Cl)cc1Cl)NN=Cc1ccc(Cl)cc1 | -3.2
CNC(=O)c1ccsc1NC(=O)c1cc(C)nn1C | -5.0
O=C1CCCC1=c1sc(=Cc2cccnc2)c(=O)n1-c1ccccc1 | -7.9
CC(=O)SCC(=O)Nc1sccc1C#N | -16.0
NS(=O)(=O)c1ccc(CCNC(=O)c2nnc3n(c2=O)CCN3c2ccccc2)cc1 | -21.0
Cc1ccc(C)c(S(=O)(=O)N=C(c2ccc(Cl)cc2)N2CCOCC2)c1 | -3.0
Cc1csc(NC(=O)CCCn2nc(-c3ccc(Cl)cc3)ccc2=O)n1 | 9.0
CC(C)N1CCC(CNC(=O)C23CC4CC(CC(C4)C2)C3)CC1 | 2.0
Cc1nnc(SCC(=O)N2CCCCC2)n(N)c1=O | -11.0
Cn1cc(CC(=O)N2CCC(S(=O)(=O)Cc3ccco3)C2)c2ccccc21 (configuration not stated) | -1.0
O=C1COc2cc(Cl)ccc2N1Cc1nc(-c2cccs2)no1 | -9.0
CCOc1cc(C=NNc2cccc(C(=O)O)c2)ccc1OC(=O)c1ccccc1 | 6.3
Cn1c(=NC(=O)CCS(=O)(=O)c2ccc(F)cc2)sc2c(Cl)ccc(Cl)c21 | -5.0
O=C(COc1cccc2cccnc12)NN=Cc1ccc(O)cc1 | -10.0
Cc1c(Cl)cccc1NS(=O)(=O)c1c(C)n(C)c(=O)n(C)c1=O | -1.0&-12.0
COCCCNc1ncc2c(=O)n(-c3ccccc3)c(=O)[nH]c2n1 | -17.0

These rows are one share of the data. The share of hits here may be higher or lower than overall.
